M18AAP inhibitor: PfM18AAP inhibitors, malaria aminopeptidase, primary screen, biochemical, QFRET, recombinant enzyme; 290,000 tested, 1.2% active; inhibition, % at 7.35 µM; H-Glu-NHMec fluorogenic cleavage; AID 1822, 2009;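 active = inhibition above the campaign mean inhibition over all tested compounds plus 3 SD, cut at about 28% in these data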;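 also: 0% = plate median of test compound wells and 100% = 2 mM ZnCl2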
pCIP destab: p/CIP-EGFP fusion destabilizers, primary screen, fluorescence, F442A cells | 16 h | 290,000 tested, 0.01% active | Q05BA5 | decrease of EGFP signal, % at 10 µM | AID 1984, 2009;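 active = EGFP signal decrease of at least 30% at 10 µM or well 3 SD below plate mean, unless failing retest; inactive = the rest, including hits failing retest or dose response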; also: some compounds called inactive have numbers as strong as hits; many of its hits are not listed in these tables
HCV NS3 hel inh: inhibitors of HCV NS3 helicase, primary screen, biochemical, Cy5 molecular beacon fluorescence. Hepatitis C virus NS3 helicase. NS3 helicase DNA unwinding. inhibition, % at 10.9 µM. 290,000 tested, 0.56% active. AID 1800, 2009;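 active = inhibition above the mean of all tested compounds plus 3 SD, set per campaign, cut at about 35% in these data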;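 also: 0% = DMSO wells and 100% = thioflavine S control wells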
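Material: hepatitis C virus NS3 helicase domain fragment enzyme; measured by: Cy5 fluorescence, 0 and 60 min reads; control set: DMSO and thioflavine S; incubation: 60 min unwinding reaction at 25 °C after ATP addition; read-out basis: % inhibition from 60/0 min fluorescence ratio, DMSO 0%, thioflavine S 100%; repeats: singlicate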
SUMO HTRF inh: inhibitors of in vitro SUMOylation cascade, primary screen, biochemical, HTRF, uHTS; SUMO-conjugating enzyme UBC9 (Homo sapiens), P63279; HTRF SUMOylation assay, SAE1/SAE2 + UBC9; inhibition, % at 35 µM; 290,000 tested, 0.36% active; AID 2006, 2009; in the data active = inhibition above about 50%, passing the limit was not always enough; also: strong numbers were not always called active
Target sequence (P63279 whole entry, looked up): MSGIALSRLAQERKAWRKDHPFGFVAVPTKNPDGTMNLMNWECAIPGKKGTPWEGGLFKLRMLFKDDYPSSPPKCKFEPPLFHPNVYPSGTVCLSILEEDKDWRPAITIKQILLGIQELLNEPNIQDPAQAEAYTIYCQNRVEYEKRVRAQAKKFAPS
IDE act: human IDE activators in live cells, primary screen, fluorescence polarization, HEK cells, FAbeta-B substrate; AID 493087, 2011; FAbeta-B cleavage; 0% vehicle, 100% cell-free pure enzyme wells; 340,000 tested, 0.073% active; activation, % at 5.96 µM; Insulin-degrading enzyme (Homo sapiens), P14735;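 active = activation above the mean of all tested compounds plus 3 SD, set per screening campaign, cut at about 17% in these data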
DNA FID counter: compounds displacing fluorescent DNA intercalator, primary screen, artefact control for HCV NS3 helicase inhibitor project, biochemical, FID fluorescence. DNA fluorescent intercalator displacement. inhibition, % at 7.9 µM. 290,000 tested, 0.17% active; in the data active = inhibition above about 37%;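 also: 0% = vehicle and 100% = reference compound; higher means more ethidium bromide displaced from hairpin DNA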
VIM-2 inhibitor: VIM-2 metallo-beta-lactamase inhibitors, primary screen, biochemical, epi-absorbance readout, Pseudomonas aeruginosa enzyme | purified VIM-2, nitrocefin hydrolysis, epi-absorbance fluorescence | inhibition, % at 5.6 µM | 290,000 tested, 0.89% active | AID 1527, 2009;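 active = inhibition above the mean of all tested compounds plus 3 SD, cutoff set per screening run, cut at about 7.5% in these data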;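 also: red hydrolysis product quenches plate fluorescence so inhibitors raise well fluorescence; 0% = enzyme with DMSO and 100% = DMSO without enzyme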
IMP-1 inh: IMP-1 metallo-beta-lactamase inhibitors, primary screen, biochemical, epi-absorbance readout, Pseudomonas aeruginosa enzyme; AID 1556, 2009; metallo-beta-lactamase IMP-1 (Pseudomonas aeruginosa); inhibition, % at 5.6 µM; purified IMP-1, nitrocefin hydrolysis, epi-absorbance fluorescence; 290,000 tested, 0.45% active;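 active = inhibition above the mean plus 3 SD of all compounds in the same screening run, cut at about 4.5% in these data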;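 also: 0% = IMP-1 with DMSO and 100% = DMSO wells lacking enzyme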
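system = purified recombinant IMP-1 beta-lactamase | amount = 0.2 nM IMP-1, as dispensed | medium = HEPES buffer pH 7.1 with ZnSO4 and Brij 35 | times = 25 °C, 15 min preincubation, 25 min reaction | detection = plate fluorescence quenching by hydrolysis product, ex 480/em 530 nm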
IDE inh: human IDE inhibitors in live cells, primary screen, fluorescence polarization, HEK cells, FAbetaB substrate; Insulin-degrading enzyme (Homo sapiens), P14735; FAbetaB cleavage; inhibition, % at 5.59 µM; 320,000 tested, 0.41% active;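 active = percent inhibition above the average of all tested compounds plus 3 SD, set per screening campaign, cut at about 16% in these data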;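 also: IDE supplied by intact live HEK cells; FP after avidin binding of uncleaved biotin substrate so inhibition keeps polarization high; 0% = DMSO wells and 100% = 60 µM reference IDE inhibitor Ii1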
Active calls of the source: *; x = not tested or not shown.

SMILES | M18AAP inhibitor | pCIP destab | HCV NS3 hel inh | SUMO HTRF inh | IDE act | DNA FID counter | VIM-2 inhibitor | IMP-1 inh | IDE inh
O=C(Nc1ccccc1)C1=C(O)CC(c2ccc(Cl)cc2)N2CCN=C12 (stereo not given) | 0 | -1 | 1 | -18 | -6 | -4 | -1.2 | -0.2 | 7
CCN(CC)S(=O)(=O)c1cccc(C(=O)Nc2sc3c(c2C(N)=O)CCCC3)c1 | 2 | -4 | -5 | 11 | 4 | 2 | 0.4 | -1.5 | -4
COc1ccc(OC)c(C(=O)Cn2nnc3ccccc3c2=O)c1 | -7 | -8 | 1 | 8 | 6 | -2 | -2.0 | -0.9 | -1
CCN1CCc2nc3sc(C(=O)N4CCc5ccccc5C4)c(N)c3cc2C1 | 35* | -1 | -34 | 11 | 0 | -4 | 0.1 | -3.1 | 6
Cc1ccc(NC(=O)C2CCCN2S(=O)(=O)c2cccc3cccnc23)c(C)c1 (stereo not given) | 3 | 2 | 4 | 5 | 5 | -43 | -1.6 | -4.2 | 2
Cc1c(C(=O)N2CCc3ccccc3C2)oc2ccc(S(=O)(=O)N3CCCCCC3)cc12 | -12 | -2 | 6 | -12 | 1 | -6 | 0.4 | -1.0 | 8
C=CCOC(=O)C1=C(C)NC2(O)c3ccccc3C(=O)C12O (stereo not given) | 0 | -7 | 1 | 17 | -1 | 3 | -1.5 | -1.7 | 0
CC1(C)Cc2c(oc3ncn4ncnc4c23)CO1 | -11 | 0 | -4 | 8 | -1 | 0 | -0.7 | -1.7 | 0
COc1ccc(N2CCN(CC(=O)c3ccc(Cl)cc3)CC2)cc1 | 2 | -4 | -10 | 14 | 3 | -6 | -2.2 | -0.4 | -1
O=C(c1ccco1)N1CCN(c2nc(C(F)(F)F)nc3c2nnn3Cc2ccccc2)CC1 | 0 | -12 | -1 | 4 | -1 | -6 | -3.3 | -1.6 | -8
COc1ccccc1C(=O)NNC(=O)C(=O)N1CCCCC1 | -19 | -14 | 5 | 0 | 4 | -8 | 0.4 | -1.2 | 1
CC1(C)CC(=O)N(CC(=O)O)c2ccccc2S1 | 2 | -4 | 0 | 3 | 6 | 0 | -1.6 | -3.4 | -1
Cc1cc(NC(=O)c2cccnc2)ccc1Br | 1 | 13 | 11 | -1 | 6 | -4 | -1.5 | -1.3 | 2
Cc1ccc(N2CCN(C(=S)c3ccc(-c4ccccc4[N+](=O)[O-])o3)CC2)cc1 | 7 | -28 | -2 | 23 | -2 | -4 | -3.8 | -1.5 | -7
COc1ccc(S(=O)(=O)NCc2ccc3c(c2)cc(C)n3C)cc1 | 6 | -18 | -14 | -12 | 2 | -21 | -1.2 | -3.0 | 0
CCCNC(=O)NC(=O)COC(=O)/C=C/c1cc(Br)ccc1F | 2 | -1 | 5 | 12 | 0 | -2 | -1.0 | -2.9 | -12
COCCNCc1ccccc1 | 1 | -3 | 2 | 1 | -2 | 1 | -4.5 | -5.8 | -1
CC1CCCN(CCC(=O)Nc2ccc(F)c(F)c2)C1 (stereo not given) | -4 | 3 | -7 | -2 | 3 | 2 | -1.9 | -2.0 | 3
CCOC(=O)Cn1c(=NC(=O)c2sc3ccccc3c2Cl)sc2cc(S(N)(=O)=O)ccc21 | 0 | -4 | 11 | x | -11 | 2 | -2.3 | -2.4 | 6
O=C(Nc1ccc(Oc2cccnc2)nc1)c1ccc(C(F)(F)F)cc1 | 5 | -16 | 11 | 14 | 1 | -17 | 1.9 | 2.3 | 5
CC(=O)N(CCC(c1ccccc1)c1ccco1)Cc1cccs1 (stereo not given) | -14 | -4 | 18 | -11 | -3 | -39 | -0.9 | -1.5 | 1
CC(C)(C)OC(=O)N[C@@H](CC(=O)OCc1ccccc1)C(=O)O | 4 | 1 | -1 | 9 | 4 | -5 | -2.0 | -2.5 | 2
COc1ccc(CCN=C(N)NS(=O)(=O)c2ccc(C)c(C)c2)cc1OC | 0 | 4 | -7 | 4 | 1 | -32 | -1.8 | -1.5 | 2
COc1ccc(CNc2cc(C)ccc2C)c(OC)c1OC | 3 | -13 | -17 | -7 | -2 | -8 | -6.3 | -4.8 | 0
CCNc1nc(SCCOc2ccccc2)nc(N(C)C)n1 | -1 | -4 | -9 | -6 | 3 | -7 | -0.7 | -3.2 | 2
COc1ccc(OC)c(NC(=O)CSc2nncc(=O)n2N)c1 | -2 | -64 | 5 | 6 | 2 | -5 | -0.8 | -1.4 | -1
COc1cc(/C=N/NC(N)=O)c(Br)cc1OCC(=O)Nc1ccccc1C | -2 | 14 | 2 | 28 | -2 | 0 | -2.7 | -2.0 | -3
O=C(N/N=C/c1ccco1)c1ccn[nH]1 | -2 | -4 | -2 | 14 | 3 | -2 | 0.1 | -1.6 | 2
COc1cccc(N2CCN(C(=S)Nc3ccc(F)cc3)CC2)c1 | 6 | 2 | 4 | 5 | 4 | -9 | -2.0 | -0.1 | 2
Cc1ccccc1-n1ncc2c1CC(C)(C)CC2NC(=O)CCC(F)(F)F (stereo not given) | -4 | -18 | 1 | 10 | 1 | -32 | -1.0 | -3.4 | 1
CCC(C)NC(=O)C1(C)CCC(=O)N1Cc1ccccc1OC (stereo not given) | 4 | -6 | -2 | 14 | 4 | -1 | -1.6 | -2.4 | 4
O=c1[nH]c2cc3c(cc2cc1C(c1nnnn1C1CCCCC1)N1CCSCC1)OCCO3 (stereo not given) | 7 | 3 | 0 | 17 | -6 | -20 | 0.1 | -2.5 | -2
O=C(CN(CC1CCCO1)C(=O)CNS(=O)(=O)c1ccc(F)cc1)NC1CCCC1 (stereo not given) | -2 | 16 | -2 | 4 | 3 | -18 | -0.1 | -3.7 | 1
CC(C)(C)OC(=O)NCCNC(=O)c1cccs1 | 0 | 1 | -5 | -1 | 12 | 1 | -1.8 | -2.9 | -4
O=C1Nc2ccc(Cl)cc2C12Nc1ccccc1-c1nnc(SCc3ccccc3F)nc1O2 (stereo not given) | 5 | -8 | -2 | 22 | -3 | 4 | -3.2 | -4.2 | -4
COc1cc(NCc2ccccc2O)c2ncccc2c1 | 3 | 1 | -1 | 7 | 1 | -7 | -1.4 | -1.4 | x
COc1ccc(-n2cc(CNC3CCC(O)CC3)c(-c3cccc(F)c3)n2)cc1 (stereo not given) | -2 | -2 | -25 | 20 | 2 | 25 | -1.1 | -0.8 | 6
Cc1ccc(S(=O)(=O)Nc2cc(=O)[nH]c(SCC(=O)Nc3ccccc3Cl)n2)cc1 | -4 | -7 | 0 | -4 | -4 | 3 | 1.9 | -0.1 | x
O=C(CSc1nc(Nc2ccccc2)nc(N2CCOCC2)n1)NC1CCCCC1 | 1 | -11 | -10 | 2 | 0 | -37 | -1.1 | -2.6 | -3
C=C(C)CN(CC)C(=O)CCc1nnc(CCCc2ccccc2)o1 | 6 | -4 | 3 | -1 | -3 | -29 | -3.1 | -3.4 | 2
O=C(NCc1ccc2c(c1)OCO2)C(C(=O)c1ccccc1)n1cc(Cl)ccc1=O (stereo not given) | 4 | 5 | 0 | 0 | 2 | 0 | -1.9 | -3.5 | 5
CC1=C(C(=O)Nc2ccccc2C(F)(F)F)C(c2sccc2C)NC(=S)N1 (stereo not given) | 1 | 17 | -24 | 2 | 9 | 1 | -2.6 | -2.8 | 3
Cc1ccc(Nc2nnc(SCC(=O)NC3CCCc4ccccc43)s2)cc1 (stereo not given) | 4 | -4 | 3 | 6 | 6 | -13 | -0.9 | -2.5 | -2
Cc1cc(C)n(CC(=O)NC2CCCN(Cc3ccc(Cl)cc3)C2)n1 (stereo not given) | 2 | -4 | 9 | -4 | 3 | -5 | -0.5 | -0.7 | -3
CC(C)CC(=O)NCCc1ccncc1 | -2 | -3 | -1 | 9 | 4 | 0 | -3.7 | -4.4 | 3
Cc1ccc(NC(=O)c2ccc(OC(=O)c3cc4ccccc4o3)cc2)cc1 | -5 | -14 | -2 | 32 | 5 | -4 | -2.6 | -3.5 | 5
CC(C)(CO)NS(=O)(=O)c1ccc2c(c1)Cc1cc(S(=O)(=O)NC(C)(C)CO)ccc1-2 | 1 | -5 | 0 | 7 | 8 | -18 | 0.4 | -4.2 | 1
COc1ccc(/C=N/NC(=O)c2cccc(OC(F)(F)C(F)F)c2)c(OC)c1OC | -3 | 7 | 3 | 3 | -1 | -12 | -1.4 | -1.2 | 3
O=C(c1cccc(N2CCCC2=O)c1)N1CCOCC1 | 5 | -23 | -2 | 18 | 2 | 3 | -1.5 | -6.3 | -4
O=C(C1=C[C@@H](c2csc3ccccc23)C[C@@H](OCc2ccc(CO)cc2)O1)N1CCOCC1 | -3 | -4 | -7 | -6 | -2 | -40 | -2.2 | -0.9 | 6
The listing continues.
SMILES | M18AAP inhibitor | pCIP destab | HCV NS3 hel inh | SUMO HTRF inh | IDE act | DNA FID counter | VIM-2 inhibitor | IMP-1 inh | IDE inh
COc1ccc(C(=O)NC2CC2)cc1OC1CCN(Cc2ccc(F)cc2F)CC1 | -4 | -8 | -5 | 17 | -5 | -2 | -0.4 | -2.0 | -3
CCOC(=O)C(C)n1cnc2sc3c(c2c1=O)CCC3 (stereo not given) | -3 | -3 | 8 | 24 | 2 | -4 | -0.8 | -4.4 | 4
Cc1ccc(C(=O)N/N=C/c2ccc(S(=O)(=O)O)o2)c(Cl)c1 | -1 | -15 | -2 | -34 | -3 | 1 | 0.3 | -1.6 | -1
Cc1cc(=O)oc2c3c(cc(OCC(=O)NCCC(=O)N[C@@H](C)C(=O)O)c12)OC(C)(C)CC3 | -4 | -7 | -6 | 35 | 4 | -36 | -1.5 | -3.3 | x
O=C(Nc1ccccc1)N1CCCC(c2nc(-c3cccs3)no2)C1 (stereo not given) | 2 | 2 | 5 | -12 | -5 | -18 | -0.7 | -2.8 | 0
Cc1cccc(N(CC(=O)NC(C)C)C(=O)CCC(=O)Nc2nccs2)c1 | 4 | -2 | 4 | 2 | 4 | -32 | -0.8 | -2.8 | 1
O=C(Nc1ccc2c(c1)OCO2)c1noc2c1CCCCC2 | -2 | -6 | -1 | 13 | -3 | -2 | -1.9 | -3.9 | 0

2 compounds from above, showing only IMP-1 inh, pCIP destab and M18AAP inhibitor.
| SMILES | IMP-1 inh | pCIP destab | M18AAP inhibitor |
| --- | --- | --- | --- |
| CCOC(=O)Cn1c(=NC(=O)c2sc3ccccc3c2Cl)sc2cc(S(N)(=O)=O)ccc21 | -2.4 | -4 | 0 |
| O=C(Nc1ccc(Oc2cccnc2)nc1)c1ccc(C(F)(F)F)cc1 | 2.3 | -16 | 5 |

Assay outcomes (PubChem)
